Screening data (PubChem BioAssay)
Plk1 PBD FP = inhibitors of human Plk1 polo box domain binding; P53350; Plk1 PBD phosphopeptide binding, fluorescence polarization; inhibition, %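 (tested at about 20 µM)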; 97,000 tested, 0.13% active; AID 693; in the data active = inhibition above about 34%, passing the limit was not always enough
Target sequence (P53350 whole entry, looked up, the tested form may be a part): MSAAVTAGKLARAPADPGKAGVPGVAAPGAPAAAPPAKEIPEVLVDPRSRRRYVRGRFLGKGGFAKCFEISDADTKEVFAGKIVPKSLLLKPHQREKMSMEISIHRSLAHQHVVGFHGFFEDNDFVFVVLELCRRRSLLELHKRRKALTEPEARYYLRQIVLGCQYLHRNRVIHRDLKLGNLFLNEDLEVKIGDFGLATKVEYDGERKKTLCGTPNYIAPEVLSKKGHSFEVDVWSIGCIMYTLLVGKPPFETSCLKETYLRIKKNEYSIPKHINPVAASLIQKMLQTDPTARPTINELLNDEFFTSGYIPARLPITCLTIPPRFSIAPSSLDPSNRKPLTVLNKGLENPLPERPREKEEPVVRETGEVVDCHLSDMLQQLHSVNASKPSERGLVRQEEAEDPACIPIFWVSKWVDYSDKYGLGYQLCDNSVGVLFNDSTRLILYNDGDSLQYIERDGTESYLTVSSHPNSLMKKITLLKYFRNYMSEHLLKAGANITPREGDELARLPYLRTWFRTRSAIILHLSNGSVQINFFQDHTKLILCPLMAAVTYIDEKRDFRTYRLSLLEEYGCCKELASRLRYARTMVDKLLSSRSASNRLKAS
S1P2 ag = agonists of human S1P2 receptor; 97,000 tested, 0.46% active; activation, % at 4.5 µM; S1P2-expressing cell line, agonist reporter read-out; in the data active = activation above about 16%;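 also: 0% = vehicle low control and 100% = maximal reference agonist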
Target sequence (O95136 whole entry, looked up): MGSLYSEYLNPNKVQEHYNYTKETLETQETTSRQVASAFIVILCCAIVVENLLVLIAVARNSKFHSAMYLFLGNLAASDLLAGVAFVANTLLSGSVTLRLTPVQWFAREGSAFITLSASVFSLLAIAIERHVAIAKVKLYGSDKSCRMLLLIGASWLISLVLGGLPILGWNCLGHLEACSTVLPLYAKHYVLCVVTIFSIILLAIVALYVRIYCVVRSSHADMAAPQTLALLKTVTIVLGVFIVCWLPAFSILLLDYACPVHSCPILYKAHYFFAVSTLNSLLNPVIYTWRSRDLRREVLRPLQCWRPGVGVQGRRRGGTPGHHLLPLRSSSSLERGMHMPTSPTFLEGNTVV
S1P2 antag = antagonists of human S1P2 receptor. inhibition, % at 5 µM. 97,000 tested, 0.21% active. cell-based S1P2 antagonist assay, inhibition at 5 uM; in the data active = inhibition above about 45%;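 also: CRE beta-lactamase reporter cells expressing human S1P2 stimulated with S1P; 0% = agonist at EC80 alone and 100% = agonist plus reference antagonist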
EphB4 ephrin blk = antagonists of human EphB4-ephrin-B2 interaction; EphB4 LBD / TNYL-RAW-Alexa532 peptide, fluorescence polarization; 97,000 tested, 0.15% active; AID 720; inhibition, % at 7 µM; P54760;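 active = inhibition above the screen-wide mean inhibition plus 3 SD, cut at about 15% in these data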;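 also: 0% = DMSO wells and 100% = excess unlabeled TNYL-RAW peptide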
MT1-MMP txn act = activates MT1-MMP transcription | AID 750 | 86,000 tested, 0.16% active | HT1080 MT1-MMP promoter luciferase reporter, luminescence, overnight; stronger effect = higher value | activation factor at 10 µM;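 active = activation factor of at least 2 for MT1-MMP transcription at 10 µM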
Rev-RRE block = disrupts HIV-1 Rev binding to RRE RNA. Rev peptide-RRE RNA binding, FRET. P05866. inhibition, % at 8 µM. 97,000 tested, 0.79% active;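 active = inhibition above the screen-wide mean plus 3 SD, cut at about 35% in these data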;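 also: 0% = median DMSO wells and 100% = median Neomycin B control wells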
Target sequence (P05866 whole entry, looked up): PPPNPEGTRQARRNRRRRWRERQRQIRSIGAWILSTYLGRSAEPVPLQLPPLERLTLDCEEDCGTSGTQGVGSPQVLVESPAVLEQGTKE
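Test system: Cy5-tagged RRE RNA duplex with fluorescein-tagged Rev peptide; Probe or stimulus: labelled Rev peptide; Schedule: 5 min preincubation and 15 min binding, 25 °C; Signal: FRET fluorescence readout; Evaluation: % inhibition from 671/540 nm acceptor-to-donor ratio, scaled between controls; Control set: DMSO and neomycin B.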
PLAP act = activators of human placental alkaline phosphatase. purified PLAP enzyme, luminescent substrate read-out; stronger effect = higher value. activation fold at 20 µM. 96,000 tested, 1.2% active; in the data active = activation fold above about 2
PLK1 kinase inh = PLK1 (human) kinase inhibition; recombinant PLK1 kinase, TR-FRET peptide phosphorylation; 97,000 tested, 0.53% active; AID 619; inhibition, % at 10 µM; P53350;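 active = inhibition of 50% or more in the single-concentration screen; inactive = inhibition below 50%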;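 also: 0% = DMSO max control and 100% = H-89 dihydrochloride min control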
FAK inh = FAK (human) kinase inhibition. Q05397. biochemical FAK kinase activity assay. inhibition, %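 (tested at 7 µM)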. 97,000 tested, 0.84% active; in the data active = inhibition above about 19%;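 also: 0% = DMSO and 100% = reference compound high control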
Starred values were filed as active, the others as inactive; . = no result given.

SMILES	Plk1 PBD FP	S1P2 ag	S1P2 antag	EphB4 ephrin blk	MT1-MMP txn act	Rev-RRE block	PLAP act	PLK1 kinase inh	FAK inh
COc1ccccc1-c1cc(-c2ccc(C)cc2)nc(SCc2nnc(-c3ccccc3)o2)c1C#N	-16	-1	8	0	.	12	1.2	-12	-13
CCCCS(=O)(=O)NC1=NCN(CCO)CN1	23	0	-15	-2	1.1	8	1.3	-7	2
Cc1ccc(Nc2nc(N)nc(CN3CCN(C(=O)c4ccco4)CC3)n2)cc1Cl	3	-13	-17	-7	1.2	5	1.7	-13	-4
Cc1ccc(S(=O)(=O)CCc2nc3ccccc3s2)cc1C	19	-6	-3	0	1.3	-1	0.8	-3	0
COC(=O)C1=C(N)c2c(F)cccc2C1(C#N)c1ccc(F)cc1 (stereo unspecified)	7	-1	-5	2	1	10	0.8	-5	-1
O=C(CCCC(=O)N(CC(=O)NC1CCCC1)Cc1ccccc1)Nc1ccccn1	7	-5	16	2	1.2	2	1.7	1	0
C/C(CCc1ccco1)=N/NC(=O)CCC(=O)Nc1cccc(Cl)c1	-19	-3	-10	4	.	7	1.1	-14	1
CC(=O)c1ccc(NC(=O)C2CCC(C)NC2=O)cc1 (stereo unspecified)	9	-4	27	13	1	9	1	2	1
COc1cccc(/C=N/NC(=O)c2cc(C34CC5CC(CC(C5)C3)C4)[nH]n2)c1	0	-8	-9	3	.	7	1.6	-14	6
CCn1ncc(Cl)c1C(=O)NC(C)c1ccccc1 (stereo unspecified)	12	0	-34	3	1.1	4	1.1	-8	1
CCCN(c1ccc(C(C)C)cc1)S(=O)(=O)c1c(C)noc1C	-6	-3	-5	-6	.	12	0.9	1	0
Cc1ccc(C(=O)NNC(=O)C2CCCN(c3ncccn3)C2)cc1 (stereo unspecified)	-28	-3	10	-1	.	-3	1.6	-3	-3
CCOC(=O)N1CCC(NC(=O)CCC(=O)N2CCOc3ccccc32)CC1	2	-13	18	2	0.9	4	1.2	2	-4
COCCn1c(SCC(=O)Nc2ccc3c(c2)OCCO3)nnc1-c1c[nH]c2ccccc12	-4	-8	24	-2	1.1	6	1	-2	2
CCC(C)(C)NC(=O)C(C)OC(=O)c1nsc(Cl)c1Cl (stereo unspecified)	-10	-5	6	7	1.1	1	.	-12	-3

7 records drawn at random from those above, as already listed:
SMILES	Plk1 PBD FP	S1P2 ag	S1P2 antag	EphB4 ephrin blk	MT1-MMP txn act	Rev-RRE block	PLAP act	PLK1 kinase inh	FAK inh
CCC(C)(C)NC(=O)C(C)OC(=O)c1nsc(Cl)c1Cl (stereo unspecified)	-10	-5	6	7	1.1	1	.	-12	-3
COC(=O)C1=C(N)c2c(F)cccc2C1(C#N)c1ccc(F)cc1 (stereo unspecified)	7	-1	-5	2	1	10	0.8	-5	-1
COc1cccc(/C=N/NC(=O)c2cc(C34CC5CC(CC(C5)C3)C4)[nH]n2)c1	0	-8	-9	3	.	7	1.6	-14	6
CCCCS(=O)(=O)NC1=NCN(CCO)CN1	23	0	-15	-2	1.1	8	1.3	-7	2
Cc1ccc(S(=O)(=O)CCc2nc3ccccc3s2)cc1C	19	-6	-3	0	1.3	-1	0.8	-3	0
CCn1ncc(Cl)c1C(=O)NC(C)c1ccccc1 (stereo unspecified)	12	0	-34	3	1.1	4	1.1	-8	1
O=C(CCCC(=O)N(CC(=O)NC1CCCC1)Cc1ccccc1)Nc1ccccn1	7	-5	16	2	1.2	2	1.7	1	0

Further entries.
SMILES	Plk1 PBD FP	S1P2 ag	S1P2 antag	EphB4 ephrin blk	MT1-MMP txn act	Rev-RRE block	PLAP act	PLK1 kinase inh	FAK inh
Cc1ccc(S(=O)(=O)Nc2nonc2C)cc1	-6	-4	20	-1	0.9	-2	1.1	1	-1
CC1=NN(c2ccccc2)C(=O)C1(C)C	32	-8	-8	0	1.1	8	1	-3	-3
CCCCNC(=O)c1onc(CSc2cccc(OCC)c2)c1C(=O)O	28	-5	-15	-6	.	-2	1.3	-8	0
O=C(N1CCOCC1)N1CCN(c2ccccn2)CC1	-21	-4	-29	-5	1.1	-1	1	-9	3
CCOC(=O)N1CCN(C(c2ccccc2)c2sc3nc(C)nn3c2O)CC1 (stereo unspecified)	-15	-12	7	-1	1	-4	.	-1	-3
CC(C)OCCCNC(=O)c1ccc(N(C)S(C)(=O)=O)cc1	-19	-10	10	3	1.2	6	.	-7	0
CCCC1C(c2ccc(OC)cc2)C(C#N)(C#N)C2(C#N)CC1(N)NC2=O (stereo unspecified)	-3	-4	15	10	1.1	6	1.2	-7	-3
Cn1c(SCC(=O)N2CCCc3ccccc32)nnc1-c1ccccc1	8	-5	-2	-5	1.1	5	1.1	-2	2
Cc1ccc(Nc2c3c(nc4ncnn24)CCC3)cc1	10	-5	-11	2	1	2	1.2	-2	-1
COc1cccc(-c2nc(CS(=O)CC(=O)NCc3ccc4c(c3)OCO4)c(C)o2)c1 (stereo unspecified)	-48	-2	-2	1	1	-1	1.5	75*	-3
CCOC(=O)N1CCN(C(=O)c2c(O)c3cccc4c3n(c2=O)CC4)CC1	13	-10	18	3	1.1	12	1.1	-18	4
CC(=O)C1=NN(c2ccccc2)C2(S1)S/C(=C\c1ccccc1)C(=O)N2c1ccccc1 (stereo unspecified)	0	-1	-6	5	.	14	1.1	-13	0
CNC(=O)c1ccc(Nc2nnc(C)c3ccccc23)cc1	-13	0	-10	4	0.9	1	.	-19	2
Cc1ccc(CSc2nnc(-c3ccco3)n2N)cc1	-1	26*	6	-3	1.3	2	0.9	-1	0
Cc1ccnc(NC(=O)CCCOc2cc(=O)n(C)c3ccccc23)c1	12	-9	43	1	1.1	7	1	1	7
Cc1cc(C)cc(OCC(=O)Nc2ccc(N3CCN(C(=O)c4ccco4)CC3)cc2)c1	13	-8	-5	0	.	-2	1.6	-12	3
COC(=O)c1nnn(-c2nonc2N)c1CSc1nc2ccccc2s1	28	2	0	3	1.3	9	1.1	-9	-3
COCCSc1nnc(-c2cnccn2)o1	0	-8	8	1	1.2	7	0.9	-8	3
O=C(NC1CCCC1)C(c1ccccc1)N(C(=O)c1ccno1)c1cccnc1 (stereo unspecified)	-9	3	-16	-4	0.9	-4	1.1	-9	-1
O=C(CSC1=NCCS1)NC1CCCC1	4	-7	7	-5	1.1	3	0.8	11	-2
O=C(Nc1ccccc1F)C1CCN(C(=O)Cc2ccccc2)CC1	-22	-1	21	-8	1	5	1.2	-3	-1
COc1cc(C(=O)Nc2ccc(S(=O)(=O)NC(C)C)cc2)cc(OC)c1OC	15	-1	-13	0	1.1	4	1	-15	-1
O=C(OC(C(=O)NC1CCCC1)c1ccccn1)c1cccs1 (stereo unspecified)	3	2	-10	3	1.1	5	1	-3	-5
CCN(CC)CCNC(=O)c1ccccn1	15	-6	6	6	1.1	10	1	-15	4
OCCNCC1(O)C2CC3CC(C2)CC1C3 (stereo unspecified)	24	-7	24	-2	1.1	5	1	-11	5
COc1cc(C2C(C(=O)OC(C)C)=C(C)Nc3[nH]c(=O)[nH]c(=O)c32)ccc1O (stereo unspecified)	-1	1	-11	6	1.4	7	1.1	-4	0
O=C(c1ccco1)N1CCN(C(=O)C2CCCc3c2[nH]c2ccc(Cl)cc32)CC1 (stereo unspecified)	-29	-6	11	-5	1.5	3	1.6	-16	3
COc1cc2oc3ccccc3c2cc1N(CC(=O)N(C)C)S(=O)(=O)c1ccc(C)cc1	-10	-7	13	-3	.	5	1.6	-15	1
Cn1c(SCc2c(F)cccc2Cl)nnc1-c1cnccn1	10	-5	-7	-9	1.8	-1	0.9	-6	3
Cn1c(=O)n(C)c2cc(S(=O)(=O)Nc3ccccc3O)ccc21	2	-1	-4	-1	1.2	5	1.2	-16	-1
COc1ccccc1C(=O)N1CCN(c2ccccn2)CC1	-5	-5	5	-16	0.9	-3	1	-3	0
CN1CCN(CC(=O)O)CC1	3	-3	-11	0	.	7	1	-7	1
CCc1nc(N)c(C#N)c(-c2cccc3ccccc23)c1C	12	-9	-16	4	1	11	.	-13	0
CNC(=O)CSc1nnc(CCc2ccccc2)n1-c1ccccc1	-11	-5	8	-2	1.3	7	1.4	-6	3
CCOc1cc(C(=O)Nc2cc(C)ccn2)cc(OCC)c1OCC	-3	-2	-2	1	1.1	-1	1.6	-5	2
CC(C(=O)Nc1ccc(S(=O)(=O)N2CCCC2)cc1)N1CCN(C(=O)c2ccco2)CC1 (stereo unspecified)	-24	-1	11	7	.	9	1.4	-16	0
CC(C)=CC(=O)OCC(=O)Nc1ncc(Cl)c(C)c1Cl	16	-4	-5	3	1.2	5	1.1	-10	9
CC1(C(=O)NC2CCCCC2)CCC(=O)N1Cc1cccs1 (stereo unspecified)	8	-4	6	0	1.1	4	1.1	8	1
COc1ccc(N2C(=O)C3CCCN3C2c2cccc(OC)c2OC)cc1 (stereo unspecified)	13	-2	-2	-11	1.1	3	1.5	-11	0
Cc1nn(C(C)c2n[nH]c(=S)n2-c2cccc(Cl)c2)c(C)c1[N+](=O)[O-] (stereo unspecified)	-6	-5	7	5	1	4	.	-7	0
Cc1c(CCOC(=O)C2C3CC4CC(C3)CC2C4)sc[n+]1CC(=O)c1ccc(Br)cc1 (stereo unspecified)	-12	-5	13	2	1	-1	1.1	-5	10
O=C(Nc1ccccc1-c1ccccc1NC(=O)c1ccco1)c1ccco1	-14	-4	14	1	1.1	2	.	-11	-1
COC(=O)c1cccc(S(=O)(=O)N(Cc2ccco2)Cc2cc3cc(OC)c(OC)cc3[nH]c2=O)c1	13	-4	0	-13	1.3	5	1	0	1
COc1ccc(-n2nc3c(c2NC(=O)C2CC2)CS(=O)C3)cc1 (stereo unspecified)	4	-4	2	4	1.2	8	0.9	-9	-2
O=c1cc(N2CCCC2)[nH]c(=O)n1-c1ccc(Cl)cc1	13	-2	-15	8	1.2	5	.	-4	0
COC(=O)c1[nH]c2cc(C)ccc2c1NC(=O)CN1CCN(c2ccccc2OC)CC1	7	-4	0	-2	1	0	1.5	-13	-2
N#Cc1ccc(Sc2nc3ccccc3[nH]2)cc1C#N	3	-2	11	3	0.8	7	1.7	5	6
CC(C)NC(=O)CN(C(=O)CCC(=O)Nc1ccccn1)c1ccc(F)c(Cl)c1	15	-2	-9	2	1	-1	1	-6	0
C(=N\n1cnc2ccccc21)/c1cccnc1	-20	-4	8	-3	1.3	6	0.8	-6	2
c1ccc2c(c1)CCCN2Cc1nnc2n1CCCCC2	-22	-8	18	-1	1	26	0.9	1	2
CCOC(=O)c1cc2nc(-c3ccco3)cc(C(F)(F)F)n2n1	-5	-5	-5	0	1	7	.	-16	-2
CCOC(=O)C1=C(C)NC(=O)NC1c1c(OCC(=O)N2CCCCC2)ccc2ccccc12 (stereo unspecified)	-15	-3	20	0	1.2	3	1.5	2	2
CC(C)N=C(Nc1ccc(Cl)cc1)c1cccnc1	-26	-5	17	-6	.	4	0.8	-15	-11
Cc1ccc(SCC(=O)N2CC(C)OC(C)C2)cc1 (stereo unspecified)	14	-6	13	9	1.1	2	1.1	-13	-8
Cc1nnc(SCC(=O)N2CCOCC2)s1	-4	-3	-8	0	1.2	9	0.9	-3	3
Cn1c(N2CCN(c3ccccn3)CC2)nc2c1c(=O)n(Cc1ccccc1Cl)c(=O)n2C	6	-2	-10	-9	1.1	1	.	-11	2
CCOC(=O)C1C(C#N)=C(N)OC(C)=C1c1ccncc1 (stereo unspecified)	-2	-5	26	4	1.1	9	0.9	-5	1
